# Screening data deposited in PubChem BioAssay by several laboratories.
# ssDAF12 agonist: S. stercoralis DAF-12 activation, primary screen; AID 652126; HEK293 ssDAF-12/GRIP1 lit1-tk-luc reporter, luminescence; % of 3 µM dafachronic acid response; activation, % at 6.8 µM; hit rate 1% among 370,000;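 active = activation above the mean over all tested compounds plus 3 SD, cut at about 0.9% in these data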;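 also: 0% = DMSO-only wells and 100% = 3 µM delta7-dafachronic acid wells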
# DAX1 inh-1: inhibitors of DAX1 repression of SF-1 activated StAR promoter; AID 652010; hit rate 1.1% among 370,000; inhibition, % at 6.8 µM; HEK293T StAR-luciferase reporter, SF-1/DAX-1 repression relief;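 active = inhibition above the mean over all tested compounds plus 3 SD, cut at about 3.6% in these data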;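 also: 0% = DAX-1 cells with DMSO and 100% = cells lacking DAX-1 with DMSO; higher inhibition means more luminescence from relief of DAX-1 repression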
# hcDAF12 agonist: activators of H. contortus DAF-12 nuclear receptor. HEK293 hcDAF-12 lit1-tk-luc reporter, luminescence; 0% DMSO, 100% Δ7-dafachronic acid. activation, % at 6.8 µM. hit rate 1.4% among 370,000. AID 652067;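 active = activation above the mean of all tested compounds plus 3 SD, cut at about 5.5% in these data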;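 also: 100% = response to 3 µM Δ7-dafachronic acid high control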
# hgDAF12 agonist: agonists of H. glycines DAF-12 nuclear receptor | hit rate 1.8% among 370,000 | activation, % at 6.8 µM | HEK293 GAL4-hgDAF12 UAS-luciferase reporter, agonist luminescence; normalized to butyrate control;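 active = activation above a cutoff set at the mean of all screened compounds plus 3 SD, cut at about 10% in these data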;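 also: 0% = DMSO wells and 100% = sodium butyrate wells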
# FXN GAA850 act: frataxin GAA850 promoter activation. activation, % at 6 µM. hit rate 0.56% among 360,000. HEK293 lucGAA850 FXN promoter luciferase reporter, 24 h; percent of 10 µM SAHA response. AID 540364;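 active = activation above the average of all compounds screened plus 3 SD, cutoff fixed separately per campaign, cut at about 7.5% in these data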;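 also: 0% = DMSO wells and 100% = 10 µM SAHA wells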
# PLC-beta3 inh: inhibitors of human phospholipase C beta3; Q01970; Purified PLC-beta3, fluorogenic substrate, fluorescence; inhibition, % at 12.2 µM; hit rate 0.18% among 370,000; AID 720704; in the data active = inhibition above about 11%;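 also: 0% = median of compound wells on plate and 100% = full blocker control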
# DAX1 inh-2: inhibits human nuclear receptor DAX1; P51843; AID 504766; HEK293 Gal4-DAX1 luciferase reporter, luminescence; inhibition, % at 6.75 µM; hit rate 0.99% among 340,000;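 active = inhibition above the mean over all tested compounds plus 3 SD, cut at about 4.2% in these data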;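 also: 0% = DAX1-transfected cells with DMSO and 100% = empty-vector control cells with DMSO; inhibition shows as a rise in luminescence from relieved DAX1 repression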
# Target sequence (P51843 207-470 limits assumed): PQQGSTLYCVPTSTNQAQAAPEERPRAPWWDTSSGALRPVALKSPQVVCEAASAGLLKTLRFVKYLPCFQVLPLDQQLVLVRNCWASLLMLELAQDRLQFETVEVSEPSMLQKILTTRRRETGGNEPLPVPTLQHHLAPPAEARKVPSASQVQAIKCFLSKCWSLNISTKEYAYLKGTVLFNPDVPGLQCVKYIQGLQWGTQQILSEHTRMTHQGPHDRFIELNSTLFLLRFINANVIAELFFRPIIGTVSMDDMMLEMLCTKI
# SMARCA2 act: SMARCA2 function activation, primary screen | MG213 cells, MMTV-luciferase reporter, dexamethasone, overnight | activation, % at 9.1 µM | hit rate 1% among 370,000; in the data active = activation above about 7.8%;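 also: 0% = vehicle wells and 100% = reference activator wells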
# NR1D1 modulator: modulators of human Rev-erb alpha DNA binding; P20393; Rev-erbα–FITC-DNA binding, fluorescence polarization, 90 min; activity, % at 10 µM; hit rate 0.79% among 370,000; AID 1259318;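 active = activity above about 14%, limit read from the data; passing the limit was not always enough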;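 also: 0% = DMSO wells with 35 nM protein and 100% = DMSO wells with 750 nM protein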
# Target sequence (P20393 whole entry, looked up): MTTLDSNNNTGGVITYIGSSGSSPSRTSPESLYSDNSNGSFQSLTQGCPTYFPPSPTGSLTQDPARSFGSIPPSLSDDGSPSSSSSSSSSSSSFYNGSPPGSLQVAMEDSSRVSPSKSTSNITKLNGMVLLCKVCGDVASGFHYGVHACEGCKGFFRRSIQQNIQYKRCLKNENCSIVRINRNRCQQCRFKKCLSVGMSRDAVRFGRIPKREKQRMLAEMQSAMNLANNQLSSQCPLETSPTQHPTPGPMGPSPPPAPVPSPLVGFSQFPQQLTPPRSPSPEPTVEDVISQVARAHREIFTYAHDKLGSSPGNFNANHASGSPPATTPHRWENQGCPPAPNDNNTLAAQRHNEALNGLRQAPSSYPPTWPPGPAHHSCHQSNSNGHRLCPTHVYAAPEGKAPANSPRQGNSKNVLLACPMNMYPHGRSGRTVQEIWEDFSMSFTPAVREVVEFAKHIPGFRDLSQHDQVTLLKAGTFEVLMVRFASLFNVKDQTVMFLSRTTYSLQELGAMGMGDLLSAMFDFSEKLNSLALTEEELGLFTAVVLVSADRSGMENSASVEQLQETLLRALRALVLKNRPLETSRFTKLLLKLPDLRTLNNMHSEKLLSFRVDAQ
# PG9 binder: small molecules binding HIV-1 gp120 antibody PG9; TR-FRET gp120-PG9 antibody binding; hit rate 0.43% among 360,000; AID 624416; inhibition, % at 6.7 µM; in the data active = inhibition above about 8.5%
# HGIII-sPLA2 inh: Blocks human group III sPLA2 activity | QFRET BODIPY PC-A2 liposome hydrolysis, fluorescence | hit rate 0.56% among 370,000 | inhibition, % at 12.2 µM;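 active = inhibition above mean plus 3 SD of compounds lying within the high and low control bounds, cut at about 19% in these data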;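 also: 0% = median of test compound wells and 100% = no enzyme DMSO wells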
# Numbers without * were called inactive; . = no result given.
SMILES,ssDAF12 agonist,DAX1 inh-1,hcDAF12 agonist,hgDAF12 agonist,FXN GAA850 act,PLC-beta3 inh,DAX1 inh-2,SMARCA2 act,NR1D1 modulator,PG9 binder,HGIII-sPLA2 inh
CC(C)OP(=O)(CCP(=O)(OC(C)C)OC(C)C)OC(C)C,0.2,-0.2,0.1,0.5,1.0,-2,-0.5,0,-6,0.1,1
CC(C)(/C=N/O)/[N+]([O-])=C/c1ccco1,-1.5,-1.1,-0.2,-0.1,2.2,2,-0.1,1,-3,-3.5,7
O=C(c1cc(-c2ccccc2Cl)on1)N1CCCC1,0.9,3.0,8.6*,12*,-0.5,-3,0.0,1,1,-1.9,9
CC12CCC(C(=O)NNc3ccc([N+](=O)[O-])cc3)(CC1=O)C2(C)C (stereo not drawn),-1.2,-0.1,-1.7,2.8,1.3,-38,1.5,1,4,-0.2,0
Cc1cccc(NC(=O)c2nc[nH]c2C(=O)N[C@@H](C)C(=O)OCc2ccccc2)c1,-1.4,-0.1,-2.5,1.0,0.5,0,0.1,0,-4,0.9,-23
O=C(COC(=O)C1CC(=O)N(CCc2ccccc2)C1)c1ccc[nH]1 (stereo not drawn),-1.2,-0.2,1.9,0.1,1.6,-8,-0.6,-2,-2,2.4,6
Cc1ccnc(NS(=O)(=O)c2ccc(NC(=O)CSc3nc(-c4ccccc4)cc(=O)[nH]3)cc2)n1,-1.9,0.2,0.6,0.4,-0.5,-8,0.9,-2,2,2.9,2
COc1ccc(C(=O)NCc2ccccc2)cc1S(=O)(=O)N1CCCc2ccccc21,-1.2,-0.1,-2.3,-2.7,0.1,0,-0.8,3,-5,-2.4,-18
O=C(Nc1ccc2c(c1)OCO2)c1ccc(Br)c(S(=O)(=O)N2CCCC2)c1,-1.9,-2.4,-4.4,-5.3,1.1,1,-3.3,0,-4,-1.6,-5
CCN(CC(=O)Nc1ccccc1C(F)(F)F)C(=O)CCc1c(C)[nH]c(=O)c(C#N)c1C,-1.0,-0.2,-0.7,-0.4,1.7,-8,0.0,-5,1,-1.3,1
O=C(CSc1nnc(CNC(=O)c2ccccc2F)o1)c1ccccc1,-0.7,-0.5,-1.6,-1.9,2.6,-4,-0.6,-1,0,3.2,-23
CC(C)CNC(=O)c1cccc(NC(=O)c2ccc(Cl)c([N+](=O)[O-])c2)c1,-1.7,-0.8,0.0,3.0,-2.0,2,-0.7,-3,-4,-3.6,-24
CC(=O)c1ccc(NC(=O)C2CCCN2S(=O)(=O)c2ccc(C)cc2)cc1 (stereo not drawn),-1.2,0.9,-1.6,-2.2,2.1,10,-0.8,-2,-1,2.5,-2
FC(F)(F)c1ccc(N2CCN(Cc3ccc4c(c3)OCO4)CC2)nc1,-1.9,-1.4,-2.6,0.7,1.0,-6,-1.3,-4,-5,0.1,14
Cc1ccc(NC(=O)Nc2cccc3ccccc23)cc1,-0.8,0.3,-0.4,4.5,3.6,-21,0.3,-1,-8,-0.2,8
CCN1C(=NCCOC)N[C@@H](c2cccc(C(F)(F)F)c2)C(C(=O)OC)=C1C,-1.1,0.0,0.3,-0.7,-2.8,-5,-0.1,3,-5,-1.6,-7
O=C(Nc1nnc(SCc2ccc(F)cc2)s1)c1ccc2ncsc2c1,-1.3,0.8,2.8,5.4,2.8,-24,2.3,3,12,9.7*,-3
CC(CNS(=O)(=O)c1ccc(Cl)cc1)n1cncn1 (stereo not drawn),-0.6,0.3,-0.5,-2.0,-1.8,-4,-1.4,-2,2,1.2,5
O=C(COC(=O)/C=C/c1ccc(F)cc1)NC1CCCCCC1,-1.1,0.3,-0.8,0.7,-0.7,0,1.1,4,-1,0.5,1
COc1cc([N+](=O)[O-])ccc1NC(=O)CCCOc1ccccc1,-1.2,-0.8,-1.4,-0.2,0.6,-4,-1.3,-2,-1,-0.3,-6
CCn1c(C)cc(C(=O)CSc2nnc(-c3ccco3)o2)c1C,-0.7,2.4,0.1,2.0,3.9,-13,-0.3,-2,-3,0.0,3
Cc1cc(C)c(S(=O)(=O)NCCOc2ccccc2)c(C)c1-n1cnnn1,-2.0,0.3,-0.1,-0.1,0.7,-6,0.2,-3,-3,-0.5,-13
O=C1NC(=Nc2ccccc2)S/C1=C\c1cccn1-c1ccccc1,-1.3,0.1,1.4,5.0,1.6,2,-2.5,4,1,0.0,-18
CCOc1ccc(CCN2C(=S)N([C@@H](CC(C)C)CN3CCCC3CN3C(=S)NC[C@@H]3Cc3ccccc3)C[C@@H]2CC(C)C)cc1 (stereo partly drawn),0.0,-0.6,1.6,5.2,.,-2,.,-3,3,0.6,-3
CC(=O)O[C@@H]1C[C@H](c2ccccc2)OC(=O)CCCCC1=O,-1.4,-0.3,0.5,-0.7,.,-3,.,-5,-4,-0.2,11

# Ordered by the number under PG9 binder (ascending): 7 of the compounds above
canonical_smiles | PG9 binder
CC(C)(/C=N/O)/[N+]([O-])=C/c1ccco1 | -3.5
CCN1C(=NCCOC)N[C@@H](c2cccc(C(F)(F)F)c2)C(C(=O)OC)=C1C | -1.6
O=C1NC(=Nc2ccccc2)S/C1=C\c1cccn1-c1ccccc1 | 0.0
FC(F)(F)c1ccc(N2CCN(Cc3ccc4c(c3)OCO4)CC2)nc1 | 0.1
CC(=O)c1ccc(NC(=O)C2CCCN2S(=O)(=O)c2ccc(C)cc2)cc1 (stereo not drawn) | 2.5
Cc1ccnc(NS(=O)(=O)c2ccc(NC(=O)CSc3nc(-c4ccccc4)cc(=O)[nH]3)cc2)n1 | 2.9
O=C(CSc1nnc(CNC(=O)c2ccccc2F)o1)c1ccccc1 | 3.2

# Returning to the listing, starting 4 compounds before the break.
SMILES,ssDAF12 agonist,DAX1 inh-1,hcDAF12 agonist,hgDAF12 agonist,FXN GAA850 act,PLC-beta3 inh,DAX1 inh-2,SMARCA2 act,NR1D1 modulator,PG9 binder,HGIII-sPLA2 inh
Cc1cc(C)c(S(=O)(=O)NCCOc2ccccc2)c(C)c1-n1cnnn1,-2.0,0.3,-0.1,-0.1,0.7,-6,0.2,-3,-3,-0.5,-13
O=C1NC(=Nc2ccccc2)S/C1=C\c1cccn1-c1ccccc1,-1.3,0.1,1.4,5.0,1.6,2,-2.5,4,1,0.0,-18
CCOc1ccc(CCN2C(=S)N([C@@H](CC(C)C)CN3CCCC3CN3C(=S)NC[C@@H]3Cc3ccccc3)C[C@@H]2CC(C)C)cc1 (stereo partly drawn),0.0,-0.6,1.6,5.2,.,-2,.,-3,3,0.6,-3
CC(=O)O[C@@H]1C[C@H](c2ccccc2)OC(=O)CCCCC1=O,-1.4,-0.3,0.5,-0.7,.,-3,.,-5,-4,-0.2,11
Cc1cccc(-c2nnc(SCC(=O)N3CCOCC3)o2)c1,-0.2,0.8,6.8*,7.2,4.3,0,3.4,2,0,-0.3,1
O=c1cc(O)c2ccc(O)cc2o1,-0.8,0.0,-1.6,1.9,0.1,-13,-2.3,-3,1,0.0,1
COc1ccc2nc3sc(C(=O)NCCCN4CCc5ccccc5C4)cc3cc2c1,0.8,1.6,8.0*,4.5,0.7,-76,-0.8,3,2,-1.1,-12
COC(=O)c1ccc(NC(=O)COC(=O)C2CCC2)cc1,-1.2,1.2,-1.4,-1.1,0.8,-3,-0.4,5,-2,-2.0,-7
COc1cc(-c2nnn(CC(=O)NC3CCS(=O)(=O)C3)n2)ccc1OCc1ccccc1 (stereo not drawn),-0.2,-0.5,-0.2,4.7,-0.6,-2,-0.5,4,0,0.2,-7
Cc1c(C(=O)O)oc2ccc(S(=O)(=O)N3CCC(C)CC3)cc12,-1.5,0.5,-0.7,-0.1,1.1,4,0.3,2,3,-2.2,2
COCCNC(=O)C1CCCN(Cc2cccc(C#N)c2)CC1 (stereo not drawn),-1.2,-0.3,-1.7,-1.7,1.6,0,.,-5,-4,-1.7,0
COC(=O)c1cc(Br)c(=O)n(Cc2ccc(OC)c(OC)c2)c1,-1.1,-0.8,-1.2,-0.7,1.4,1,-0.8,-3,1,2.5,-2
COc1cc2cnc(CCCC#N)cc2cc1OC,-1.4,0.2,1.0,1.2,-1.6,-7,2.3,-1,-9,1.9,10
COc1ccc2nc(N(CCN(C)C)C(=O)/C=C/c3cccs3)sc2c1,-0.9,-0.7,-1.3,-1.2,-0.9,4,-2.1,-1,5,-0.1,-9
CCC[C@H]1[C@@H](OC(=O)Oc2ccc([N+](=O)[O-])cc2)CC[C@@]23CCCN2C(=O)CCC[C@@H]13,-0.4,.,-0.6,-1.4,.,3,.,.,-3,.,-1
CCN1CCCC1CNC(=O)C(=O)NC(C)C (stereo not drawn),-1.8,0.0,-2.0,-4.7,1.6,-4,0.0,4,2,0.8,-2
O=C(O)CCN1C(=O)c2ccc(Oc3ccc([N+](=O)[O-])cc3)cc2C1=O,0.1,0.5,-0.6,-1.0,2.1,-3,1.1,-1,-6,-0.5,0
CCOC(=O)Cn1c(=O)c(-c2cc(Br)ccc2N)nc2ccccc21,-1.1,0.6,2.1,4.4,3.5,-7,0.9,1,13,-3.5,2
CC(C)(C)OC(=O)C[C@@H]1C/C=C\C[C@H](CC(=O)N(CCO)Cc2ccccc2)C(=O)N[C@@H](Cc2ccccc2)COC1=O,-0.8,-0.3,-2.3,-2.4,-2.9,3,0.5,1,3,1.7,-9
CCCCn1c(N)c(N(CCC(C)C)C(=O)COC(=O)/C=C/c2ccc(F)cc2)c(=O)[nH]c1=O,-0.8,-0.1,1.5,3.9,1.4,3,0.3,-1,-1,1.7,4
CC1=N/C(=C/c2cc(Br)cc(Br)c2O)C(=O)O1,-0.9,0.0,-1.7,-0.4,0.1,-2,1.8,-2,1,-1.6,0
Cc1ccc(CNC(=O)COc2ccc(C(=O)c3ccc(F)cc3)cc2)cc1,-0.9,-1.9,1.8,1.3,0.8,-1,0.0,-2,9,-1.2,3
CCN(CC)S(=O)(=O)c1ccc2nc(COC(=O)c3n[nH]c4ccccc34)[nH]c2c1,-1.5,-1.1,-1.3,0.1,-1.1,-3,-1.1,0,1,2.7,-20
COc1ccc(C(=O)Nc2ccc(C)cc2C(=O)c2ccccc2)c(OC)c1,-1.3,-0.5,-1.5,-1.1,-0.3,6,-0.1,-1,2,-1.9,-6

# PG9 binder: what is marked active above
Structure,ssDAF12 agonist,DAX1 inh-1,hcDAF12 agonist,PLC-beta3 inh,DAX1 inh-2,SMARCA2 act,NR1D1 modulator,PG9 binder,HGIII-sPLA2 inh
O=C(Nc1nnc(SCc2ccc(F)cc2)s1)c1ccc2ncsc2c1,-1.3,0.8,2.8,-24,2.3,3,12,9.7*,-3
